# Screening results: PubChem, several laboratories
# RmlCD inh 1536 – inhibitors of Mycobacterium tuberculosis RmlC and RmlD coupled enzymes; inhibition, % at 3.6 µM; RmlC+RmlD coupled enzyme assay, percent inhibition; primary screen in compound mixtures; 160,000 tested, 0.03% active; in the data active = inhibition mostly above about 34%, no sharp cut-off; inconclusive = no clear call, values can overlap the other calls; inactive = mostly below about 22%; note: some results filed as inactive read as strong as hits
# Target sequence (P9WH09 whole entry, looked up): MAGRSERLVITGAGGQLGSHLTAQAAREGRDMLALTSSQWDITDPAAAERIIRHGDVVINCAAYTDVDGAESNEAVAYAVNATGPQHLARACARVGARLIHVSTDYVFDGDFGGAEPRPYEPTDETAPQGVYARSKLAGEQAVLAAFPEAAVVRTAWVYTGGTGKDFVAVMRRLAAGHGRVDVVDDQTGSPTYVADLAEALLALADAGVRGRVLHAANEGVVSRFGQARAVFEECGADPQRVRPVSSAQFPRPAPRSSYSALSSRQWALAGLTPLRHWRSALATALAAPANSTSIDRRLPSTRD
# Target sequence (P9WH11 whole entry, looked up): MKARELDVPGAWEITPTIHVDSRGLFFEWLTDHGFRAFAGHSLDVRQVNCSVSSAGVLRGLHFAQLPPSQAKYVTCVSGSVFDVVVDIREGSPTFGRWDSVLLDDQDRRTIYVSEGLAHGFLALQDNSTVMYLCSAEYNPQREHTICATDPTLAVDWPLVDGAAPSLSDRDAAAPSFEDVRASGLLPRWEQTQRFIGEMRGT
# GlmU inhibition – inhibition of mycobacterial GlmU enzyme – biochemical, glucosamine-1-phosphate acetyltransferase (AID 1376) | inhibition, %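 (tested at 30 µM in the primary screen)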, or IC50 in µM where a hit was titrated | 220,000 tested, 0.25% active | M. tuberculosis GlmU acetyltransferase enzyme assay; higher % means a stronger effect; in the data active = inhibition above about 13%; inconclusive = no clear call, values can overlap the other calls;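 note: 0% = complete reaction with vehicle and 100% = reaction without substrate; strong numbers were not always called active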
# * marks the source's active call; other numbers are inactive results; ? = inconclusive; nt = no result given. Not all compounds are listed (hit frequency here may not be typical).
SMILES,RmlCD inh 1536,GlmU inhibition
O=C(COc1ccc(S(=O)(=O)N2CCCC2)cc1Cl)NCc1ccco1,7,7.4%
CCCCn1nnc(NC(=O)CCC)n1,-9,1.9%
N#Cc1c(/N=C/N2CCOCC2)sc2c1CCCCC2,-8,-0.8%
Cn1cc(CC(=O)NCCCN2CCCC2)c2ccccc21,nt,-5.1%
C/C(=N\NC(=O)C1CC1c1ccccc1)c1ccc(C)s1 (configuration not stated),0,0.5%
CC(C)CC(COCc1cccc(C(F)(F)F)c1)N1CCN(C(=O)c2cccc(C(F)(F)F)c2)CCC1=O (configuration not stated),nt,-2.5%
CC(CCc1ccccc1)NC(=O)c1cccnc1 (configuration not stated),nt,-1.7%
O=C(CCCOc1ccccc1)OCn1nnc2ccccc2c1=O,6,-1.3%
O=S(=O)(c1cccc(NC(=S)N2CCN(c3ccccc3F)CC2)c1)C(F)F,11,2.4%
Cc1nc2ccc(NC(=O)c3ccc([N+](=O)[O-])cc3[N+](=O)[O-])cc2s1,3,2.1%
COC(=O)c1ccc(C)c(NC(=O)CCNC(=O)c2ccc([N+](=O)[O-])cc2)c1,-11,-0.4%
CC(=O)Nc1ccc(-c2csc(NNC(=O)c3ccccc3)n2)cc1,8,-1.3%
CC1CCN(Cc2c(O)ccc3c(=O)c(-c4nc5ccccc5s4)c(N)oc23)CC1,7,-6.9%
O=C(C1CCC(CNc2nc(=S)[nH]c3ccccc23)CC1)N1CCN(c2ccc(F)cc2)CC1 (configuration not stated),-9,-6.2%
CN1C(=O)/C(=C\N2CCc3ccccc32)C(=O)NC1=S,2,4.3%
CCOC(=O)N1CCC(NS(=O)(=O)c2ccc3c(c2)oc(=O)n3C)CC1,-9,-0.9%
CC(=O)Nc1ccc2[nH]c(C)cc(=O)c2c1,2,-1.1%
CCCCN(CCCC)Cc1cc2ccccc2c2c1COC2,8,1.8%
O=C(COC(=O)/C=C/c1ccc(Cl)cc1Cl)NCCC1=CCCCC1,10,-11%
CCC1(C)Nc2ccccc2C(=O)N1O (configuration not stated),7,1.4%
CCN(CC)S(=O)(=O)c1ccc(Cl)c(C(=O)Nc2cc(C)nn2-c2ccccc2)c1,-5,-4.0%
Cc1noc(C)c1COc1ccc(C(=O)OCC(=O)Nc2ccc3c(c2)OCO3)cc1,nt,0.3%
Cc1cc(C)cc(-n2nnnc2SCC(=O)Nc2nc(-c3ccc(F)cc3)cs2)c1,-7,8.5%
COC(=O)CNc1cccc(C(F)(F)F)c1,-10,-1.2%
NC1=NC(=O)C2(COC(c3ccncc3)OC2)S1 (configuration not stated),4,1.3%

# Next section.
SMILES,RmlCD inh 1536,GlmU inhibition
OC1(c2ccccc2F)CCN(Cc2nnc(-c3ccccc3)o2)CC1,nt,2.6%
CCCn1nc(C(=O)OCC(=O)c2ccc3c(c2)NC(=O)CO3)c2ccccc2c1=O,-4,7.2%
Clc1cccc(C2NCc3ccccc3-n3cccc32)c1 (configuration not stated),9,-5.4%
Cc1ccc2c(Cl)c(C)c(N3CCCC3)nc2n1,7,7.1%
Cc1cccc(C(=O)Nc2nccs2)c1[N+](=O)[O-],-17,0.3%
Cc1ccc2nc(C3CCN(CC(=O)N4CCCCCC4)CC3)[nH]c2c1,nt,-0.2%
CN(c1ccccc1)S(=O)(=O)c1ccc(C(=O)OCC(=O)NCc2ccco2)cc1,-8,6.3%
CCOc1cc(N2CCOCC2)c(OCC)cc1NC(=O)C(NC(=O)c1ccco1)C(C)C (configuration not stated),nt,1.7%
Cc1ccccc1-n1nc(C(=O)O)c(C)c(C#N)c1=O,nt,5.5%
Cn1c(N)c(C(=O)CSc2nc3ccccc3c(=O)n2CCCN2CCOCC2)c(=O)n(C)c1=O,-8,0.8%
Cc1nc(-c2cccc(C(F)(F)F)c2)sc1C(=O)O,1,3.4%
Cc1cccc(C(O)(C(=O)NNC(=O)CN2CCN(C)CC2)c2cccc(C)c2)c1,16,-2.5%
COc1cc2c(C)nc(C)c(C#N)c2cc1OC,-8,-4.5%
N#CC1=C(SCC(=O)Nc2nccs2)NC(=O)CC1c1ccccc1 (configuration not stated),2,0.3%
CCN(CC)c1ccc(NC(=O)CSc2nc3ccccc3c(=O)[nH]2)cc1,-4,-0.6%
O=C1SC(SCc2ccccc2)=N/C1=C\c1ccco1,nt,-5.9%
CCOC(=O)/C(C#N)=C/c1c(N2CCN(Cc3ccc4c(c3)OCO4)CC2)nc2c(C)cccn2c1=O,-4,-11%
Cc1ccccc1C(=O)NC(CC(C)C)C(=O)OCc1cc(=O)n2cc(Br)ccc2n1 (configuration not stated),nt,-4.3%
CCC1CCCCN1C(=S)NC(=O)c1ccc(F)c(S(=O)(=O)N2CCOCC2)c1 (configuration not stated),-4,2.6%
Cc1ccc(S(=O)(=O)NC2=NCN(Cc3cccnc3)CN2)cc1,nt,2.4%
Cc1c(C(=O)Nc2ccncc2)oc2c1C(=O)CC(C)(C)C2,-11,3.1%
CN(C)CC(CCCCC(CN(C)C)C(=O)c1ccccc1)C(=O)c1ccccc1 (configuration not stated),?,1.1%
CCCCOC(=O)c1ccc(NC(=O)/C=C/c2cccs2)cc1,5,-3.6%
CC(=O)C1=C(O)C(=O)N(c2ccc(S(N)(=O)=O)cc2)C1c1ccccc1F (configuration not stated),16,-1.5%
O=C(CN1CCOCC1)Nc1ccccc1Cl,nt,4.4%

# (further entries)
SMILES,RmlCD inh 1536,GlmU inhibition
CCCCOc1ccc(C(=O)N2CCCC2)cc1,30,1.3%
Brc1c(CSc2nc3ccccc3o2)nc2ncccn12,109,8.8%
O=C(NC(=S)NC1CCCC1)c1ccccc1Br,nt,13%
COc1ccc(-n2cnc3cc(NS(=O)(=O)c4ccccc4)ccc32)cc1,nt,0.3%
Cc1ccc(S(=O)(=O)NC(=O)Nc2ccc(OC(F)F)cc2)cc1,-5,3.3%
Cc1ccccc1CN(C)CCc1ccccn1,-17,-3.4%
CC1CCN(S(=O)(=O)N2CCC(C(=O)NC3CCCC3)CC2)CC1,5,0.8%
Cn1ncc(Br)c1NC(=O)Nc1ccc(OC(F)(F)F)cc1,28,-2.9%
Nc1scc(-c2ccncc2)c1Cl,12,4.8%
COc1ccc(/C=N/NC(=O)c2c(C)nnn2-c2nonc2N)cc1OC,nt,2.9%
Fc1ccc(Br)cc1C1C=C(c2ccc(Br)s2)Nc2ncnn21 (configuration not stated),nt,-6.7%
COC(CNC(=O)c1cc(-c2ccncc2)nc2ccc(S(=O)(=O)N3CCOCC3)cc12)OC,4,4.7%
CCc1cc2cc(C)c(C)cc2nc1SCC(=O)NNC(=O)c1ccco1,12,-4.2%
CNC(=O)C(=O)Nc1c(C)cc(C)cc1C,nt,-0.9%
CC(C)(C)OC(=O)NCCCCCC(=O)N/N=C/c1coc2ccccc2c1=O,-2,0.1%
c1csc(-c2csc3nc(CN4CCOCC4)nc(NCc4ccc5c(c4)OCO5)c23)c1,nt,4.2%
Cc1cc2sc3nc(=O)n(-c4ccccc4)c(=O)n3c2cc1C,-2,1.3%
CCN1CCN(CC(O)COc2ccc(C(C)=O)cc2)CC1 (configuration not stated),9,1.6%
COc1cc(CNCCc2ccccc2)cc(Cl)c1OCc1ccccc1,4,-2.6%
COc1cc(C2c3c(oc4ccccc4c3=O)C(=O)N2c2ccc(C)cn2)ccc1O (configuration not stated),nt,0.5%
COC(=O)c1ccc(NC(=O)C2CCCN2S(=O)(=O)c2ccc(OC)cc2)cc1 (configuration not stated),nt,5.0%
Cc1ccccc1-c1ccccc1N,nt,8.0%
CC(C)C(=O)Nc1nnc(SCC(=O)NCC2CCCO2)s1 (configuration not stated),-8,-0.4%
CCCc1cc(=O)oc2cc(OCC(=O)Nc3cc(C)on3)ccc12,1,-5.0%
CC(C)Cn1nc(NC(=O)c2ccco2)c2cc3ccccc3nc21,-4,3.7%

# Additional records follow.
SMILES,RmlCD inh 1536,GlmU inhibition
COc1ccc(NC(=O)CSCC(=O)N2c3ccccc3CCc3ccccc32)cc1,nt,-2.2%
CC(=O)c1cccc(NC(=O)COc2cc3oc(=O)c(CC(C)O)c(C)c3cc2Cl)c1 (configuration not stated),14,-3.9%
COC(=O)CNC(=O)COC(=O)c1cc(F)c(F)cc1Cl,-2,2.4%
Cc1nc2ncnn2c(C)c1Cc1cccc(F)c1,24,0.7%
O=C(Cc1cccs1)NCc1ccccc1,2,0.7%
CCOc1ccccc1NC(=O)NCc1ccc(F)cc1,0,0.1%
CC(C)NC(=O)c1cnc(Sc2ncc(C(F)(F)F)cc2Cl)n1C,9,0.9%
CCC(=O)Nc1ccc2nc(C)n(CC(=O)Nc3ccccc3)c(=O)c2c1,nt,4.1%
Cc1ccc(NC(=O)CS(=O)CC(=O)N(CC(=O)NC2CCCC2)c2cc(C)ccc2C)cc1 (configuration not stated),nt,0.4%
O=c1cccc2n1CC1CC2CN(c2ncnc3c2cnn3-c2ccc(Cl)cc2)C1 (configuration not stated),nt,-2.3%
COc1ccc(-n2c(N)cc(=O)[nH]c2=O)cc1,4,-1.1%
O=C(CC1NCCc2ccccc21)Nc1ccc(Cl)cc1 (configuration not stated),-6,-6.3%
Cc1cccc2c3c([nH]c12)C(=O)CC(C)(C)S3,-8,0.2%
NC(=O)c1cccc2ccccc12,nt,6.2%
Cn1nnc2cc(C(=O)NC(C)(C)C)ccc21,3,0.6%
COc1ccc(C2CC(c3cccs3)=NN2S(=O)(=O)c2ccc(C)cc2)cc1 (configuration not stated),nt,-7.5%
O=C(Nc1nc2nccc(-c3ccccc3)n2n1)c1ccc(F)cc1,-19,5.0%
COC(=O)c1ccncc1C(=O)Nc1ccc(F)cc1,-8,2.8%
CC(C)(C)C(=O)c1sc(Nc2ccccc2)nc1N,5,-2.5%
Cc1cc([N+](=O)[O-])ccc1NCc1cccc2ccccc12,nt,3.3%
CC(C)(C)C(=O)N1NC(=Nc2ccccc2)SC1(C)C,-5,-3.5%
O=C(c1cc(=O)[nH]c2ccc(Br)cc12)N1CCC2(CC1)OCCO2,nt,-1.6%
O=C(CCCOc1ccccc1)NCc1ccco1,6,1.5%
COC(=O)C1=COC(C)C2CN3CCC4(C(=O)Nc5ccccc54)C3CC12 (configuration not stated),nt,-0.9%
CS(=O)(=O)Nc1ccc(C(=O)Nc2ccccc2C(=O)N2CCCC2)cc1,4,-4.5%

# A second format for some results above.
# Order of results – RmlCD inh 1536, GlmU inhibition
Cn1nnc2cc(C(=O)NC(C)(C)C)ccc21
 : 3, 0.6%
COc1ccc(C2CC(c3cccs3)=NN2S(=O)(=O)c2ccc(C)cc2)cc1 (configuration not stated)
 : nt, -7.5%
O=C(Nc1nc2nccc(-c3ccccc3)n2n1)c1ccc(F)cc1
 : -19, 5.0%
COC(=O)c1ccncc1C(=O)Nc1ccc(F)cc1
 : -8, 2.8%
CC(C)(C)C(=O)c1sc(Nc2ccccc2)nc1N
 : 5, -2.5%
Cc1cc([N+](=O)[O-])ccc1NCc1cccc2ccccc12
 : nt, 3.3%

# Following part
SMILES,RmlCD inh 1536,GlmU inhibition
CC(C)C(=O)NNC(=O)CC(=O)Nc1ccccc1C(=O)O,-6,6.8%
O/N=C(\c1ccc(Cl)cc1)c1ncc(C(F)(F)F)cc1Cl,nt,-1.0%
OCC1(CCc2ccccc2)CCN(Cc2cc(Cl)ccc2O)CC1,-16,1.3%
Cc1cccc(CN2CCN(C(=O)c3ccccc3F)CC2)c1,nt,0.3%
N/C(=N\OC(=O)C12CC3CC(CC(C3)C1)C2)c1cccnc1,nt,-1.4%
CCN1C(=O)/C(=C\N2CCN(c3ccc(F)cc3)CC2)SC1=S,1,-0.2%
COc1cc(OC)cc(C(=O)N[C@H](C(=O)OCC(=O)NC(=O)NC(C)(C)C)C(C)C)c1,-4,-0.5%
O=C1C2CCCCC2C(=O)N1c1cccc(OS(=O)(=O)c2ccccc2)c1 (configuration not stated),9,1.8%
CC(Oc1ccccc1F)c1ccnc2nc(/N=C/N(C)C)nn12 (configuration not stated),nt,-3.7%
O=C(NCCCN=C1NS(=O)(=O)c2ccccc21)c1ccncc1,10,3.8%
Cc1cc(C2C(C#N)=C(N)SC(N)=C2C#N)c(C)s1,9,nt
CCn1c(SCC(=O)N/N=C/c2ccc(C)o2)nnc1-c1ccccc1,-7,-2.8%
O=C(Nc1nc2ccccc2s1)c1ccc2c(c1)S(=O)(=O)c1ccccc1C2=O,nt,1.2%
CCc1nnc(NS(=O)(=O)c2ccc(NC(=S)NC(=O)c3ccc(F)cc3)cc2)s1,-5,1.0%
CCc1ccc(OCC(=O)O/N=C(\N)Cc2ccc([N+](=O)[O-])cc2)cc1,-10,1.6%
CC(=O)Oc1c2occc2cc2ccc(=O)oc12,-2,2.0%
O=C(CNC(=O)c1cccs1)N/N=C/c1c[nH]c2ccccc12,9,2.1%
C=CCSC1=NN2CCS(=O)(=O)N=C2S1,0,-1.1%
C=CCO/N=C(/C)c1c(O)c(CC)c(-c2ccccc2)n(-c2ccccc2)c1=O,nt,-0.7%
Cc1ccc(Cl)cc1Nc1nc(-c2sc(NC(=O)c3ccccc3)nc2C)cs1,-15,1.9%
COc1ccc(CNc2ncnc3cc(Cl)ccc23)cc1,-17,2.4%
COC(=O)CSc1nc2sc(C)c(C)c2c(=O)n1C,nt,8.0%
Nc1nc(CN2CCN(Cc3ccccc3)CC2)nc(Nc2ccccc2)n1,-7,-1.9%

# Some of the entries so far, bar-delimited:
smiles | RmlCD inh 1536 | GlmU inhibition
Cc1cccc2c3c([nH]c12)C(=O)CC(C)(C)S3 | -8 | 0.2%
Cc1cc2sc3nc(=O)n(-c4ccccc4)c(=O)n3c2cc1C | -2 | 1.3%
Cc1ccc(S(=O)(=O)NC2=NCN(Cc3cccnc3)CN2)cc1 | nt | 2.4%
c1csc(-c2csc3nc(CN4CCOCC4)nc(NCc4ccc5c(c4)OCO5)c23)c1 | nt | 4.2%
CC(C)(C)C(=O)c1sc(Nc2ccccc2)nc1N | 5 | -2.5%
CNC(=O)C(=O)Nc1c(C)cc(C)cc1C | nt | -0.9%
